# Compound activity deposited in PubChem by several laboratories.
# MBD2 inh: inhibitors of human MBD2 binding to methylated oligonucleotide; 0.31% of 370,000 active; TR-FRET; Q9UBB5; inhibition, % at 4.4 µM; in the data active = inhibition above about 13%
# Target sequence (Q9UBB5 whole entry, looked up): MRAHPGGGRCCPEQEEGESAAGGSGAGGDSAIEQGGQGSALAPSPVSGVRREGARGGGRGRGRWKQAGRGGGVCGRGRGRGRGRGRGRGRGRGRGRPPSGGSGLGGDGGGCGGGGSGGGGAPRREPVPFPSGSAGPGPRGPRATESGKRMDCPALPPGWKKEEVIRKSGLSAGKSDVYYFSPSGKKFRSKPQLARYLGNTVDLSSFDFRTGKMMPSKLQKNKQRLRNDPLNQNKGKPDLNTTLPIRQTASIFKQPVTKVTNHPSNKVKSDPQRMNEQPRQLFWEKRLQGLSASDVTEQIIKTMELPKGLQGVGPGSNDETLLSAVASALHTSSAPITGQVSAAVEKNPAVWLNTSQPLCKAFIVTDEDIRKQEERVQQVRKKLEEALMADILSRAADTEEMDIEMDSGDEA
# TCR-CD3 inh: inhibitors of human TCR-CD3 interaction; TAMRA-labeled TCR probe fluorescence, biochemical; inhibition, % at 9.4 µM; 0.37% of 360,000 active; AID 651800; in the data active = inhibition above about 19%;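 also: recombinant mutant TCR 2C K166C tagged with TAMRA read by polarization; 0% = receptor in buffer alone and 100% = receptor with positive control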
# GC-B act: GC-B (human) receptor activation. P20594. HEK293-GC-B cells, CNP EC30, cGMP TR-FRET; 0% at EC30 CNP, 100% saturating CNP. activation, % at 10 µM. 0.11% of 370,000 active;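 active = activation at 10 µM reaching about 35% in either raw or pattern-adjusted values, limit read from the data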
# rCAG RNA binder: binds r(CAG) RNA repeats | r(CAG) RNA repeat, TO-PRO-1 dye displacement fluorescence | inhibition, % at 3 µM | 1.3% of 370,000 active | AID 651821;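 active = inhibition above the plate cutoff, the mean of all test compounds on that plate plus 3 SD, cut at about 35% in these data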;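 also: 0% = DMSO alone and 100% = 100 µM mitoxantrone as full dye displacement; higher means more dye released from RNA so lower well fluorescence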
# LEDGF integ inh: blocks HIV-1 LEDGF/p75-dependent DNA integration; TR-FRET IN-LEDGF/p75 DNA integration, Eu/Cy5; inhibition, % at 3.7 µM; 0.64% of 370,000 active; AID 743269;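 active = inhibition above the screen-wide mean plus 3 SD, cut at about 13% in these data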;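 also: signal is the Cy5 over europium emission ratio at 671 and 618 nm; 0% = plate median of compound wells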
# TDP2 inh: blocks human TDP2 phosphodiesterase activity | inhibition, % at 12.8 µM | AID 720702 | recombinant TDP2, T5PNP hydrolysis, p-nitrophenol absorbance 415 nm | 0.34% of 370,000 active;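 active = inhibition above the mean of all tested compounds plus 3 SD, set per campaign, cut at about 25% in these data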;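 also: 0% = DMSO with enzyme and 100% = buffer with substrate but no TDP2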
#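 Evaluation: % inhibition relative to enzyme-containing and enzyme-free wells. Material: recombinant human TDP2. Benchmarks: enzyme-free and DMSO wells. Timing: enzyme reaction with compound for 2 h at 37 °C. Compound dosing: 12.8 µM only. Measured by: p-Nitrophenol epi absorbance. Reagent: T5PNP substrate at 5 mM, a TopII-DNA adduct mimic. Replication: single well per compound.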
# PRMT1 inh: blocks human protein arginine methyltransferase 1; AID 652257; inhibition, % at 2.79 µM; 1.3% of 370,000 active; recombinant PRMT1, activity-based probe fluorescence polarization;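 active = inhibition above about 21% made by adding two undisclosed values, limit read from the data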
# HTRA1 inh: HTRA1 (human) protease inhibition. AID 504803. recombinant HTRA1, FP-rhodamine activity-based probe, fluorescence polarization. 0.5% of 340,000 active. Q92743. inhibition, % at 5.96 µM; in the data active = inhibition above about 36%;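 also: 0% = enzyme with DMSO and 100% = wells lacking enzyme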
# SIAE inh: human SIAE inhibition, primary screen; inhibition, % at 9.66 µM; Q9HAT2; 0.69% of 370,000 active; SIAE FP-Rh probe binding, fluorescence polarization;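 active = inhibition above a cutoff: mean of compounds within the control limits plus 3 SD of those, cut at about 17% in these data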;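 also: 0% = plate median of compound wells and 100% = probe without SIAE protein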
# Target sequence (Q9HAT2 whole entry, looked up): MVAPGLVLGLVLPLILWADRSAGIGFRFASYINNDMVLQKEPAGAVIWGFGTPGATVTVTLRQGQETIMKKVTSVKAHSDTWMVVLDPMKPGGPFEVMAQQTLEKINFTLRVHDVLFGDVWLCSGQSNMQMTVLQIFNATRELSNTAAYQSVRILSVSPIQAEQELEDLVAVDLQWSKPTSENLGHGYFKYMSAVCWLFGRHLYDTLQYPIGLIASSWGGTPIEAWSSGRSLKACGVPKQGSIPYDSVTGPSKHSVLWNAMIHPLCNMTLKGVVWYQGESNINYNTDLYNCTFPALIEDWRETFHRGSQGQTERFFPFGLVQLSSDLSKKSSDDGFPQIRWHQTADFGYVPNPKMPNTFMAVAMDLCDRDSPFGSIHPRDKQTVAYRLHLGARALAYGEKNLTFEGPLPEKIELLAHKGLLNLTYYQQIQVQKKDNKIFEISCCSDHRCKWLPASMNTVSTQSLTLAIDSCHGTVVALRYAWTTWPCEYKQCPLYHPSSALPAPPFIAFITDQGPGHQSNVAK
# mABHD4 FP: inhibits mouse alpha/beta hydrolase domain 4 | 0.54% of 370,000 active | Q8VD66 | inhibition, % at 8.92 µM | purified mABHD4, FP-Rh probe fluorescence polarization;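 active = inhibition exceeding the mean over every tested compound plus 3 SD, cut at about 30% in these data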;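 also: 0% = plate median of compound wells and 100% = S159A mutant with DMSO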
#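 Doses – 8.92 µM, single dose · Material – wild-type mouse ABHD4 protein · Replication – single well per compound (singlicate) · Measure – percent inhibition of probe binding, normalized to plate controls · Schedule – 45 min compound pre-incubation plus 60 min probe step, 25 °C · Detection – fluorescence polarization with parallel and perpendicular emission, 525/598 nm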
# * marks the source's active call; other numbers are inactive results; . = no result given. Only part of the results is shown, so the mix of outcomes need not match the whole.
# Value order: MBD2 inh	TCR-CD3 inh	GC-B act	rCAG RNA binder	LEDGF integ inh	TDP2 inh	PRMT1 inh	HTRA1 inh	SIAE inh	mABHD4 FP
COc1ccc(NC(=O)CN(c2ccccc2)S(=O)(=O)N(C)C)cc1Cl
    1	-8	-4	3	3	-2	-5	-11	2	-12
O=C(COC(=O)CNC(=O)c1ccco1)NCc1ccc(F)cc1
    -1	6	5	1	3	14	1	-3	4	-7
C#CCN(C[C@H]1[C@H](OC(=O)NCc2ccccc2)[C@H](OC(=O)NCc2ccccc2)C[C@@H](C(=O)OC)[C@H]1C(=O)OC)S(=O)(=O)c1ccc(C)cc1
    1	1	-3	11	-2	-8	4	-32	-4	-4
Cc1cccc(C(=O)OCC(=O)N2CCCCCC2)c1O
    0	1	-1	-1	-2	6	1	5	6	-1
COc1ccc(NS(=O)(=O)c2ccc(NC(=S)NC(=O)c3ccc(F)cc3)cc2)nn1
    5	1	0	4	1	9	-2	2	-1	-3
COc1ccc(CNC(=O)c2cnc3cc(C)ccn3c2=O)cc1
    -1	0	-5	5	0	1	0	0	7	-3
CC1CCN(CC(=O)Nc2ccccc2C#N)CC1
    1	6	-3	-3	-1	3	1	4	1	-3
CCOc1ccc(OCCC(=O)N(CC)CC(=O)Nc2ccccc2OC)cc1
    -2	-4	-6	-11	0	11	-1	8	1	-4
Cc1nonc1NC(=O)c1oc2ccccc2c1C
    -3	4	4	1	0	12	-1	-2	-2	6
O=C(CSc1ncccc1C(=O)O)c1ccccc1
    -5	-2	1	1	-1	4	1	2	1	6
C=CCCC(=O)Nc1ccc(COC(=O)N2CCOCC2)cc1
    -5	-4	2	1	4	-14	0	10	-2	-2
O=C(NCc1ccc2c(c1)OCO2)c1cc(-c2ccccc2)nn1CC1CC(c2cccnc2)=NO1 (stereo unspecified)
    1	1	0	0	-1	-1	1	-3	-2	2
CCN(CC)CCCNC(=S)N(CCCO)Cc1cc2cc3c(cc2[nH]c1=O)OCO3
    -4	-13	-4	-3	-1	2	-1	7	-3	-2
CC(/C=N/NC(=O)CSc1nnc(SCc2ccccc2)s1)=C\c1ccco1
    0	-5	1	13	1	5	4	-44	4	-11
O=C(NCc1ccccc1Cl)C1CCCN1C(=O)Nc1ccccc1 (stereo unspecified)
    -2	-3	-4	-2	-2	2	-4	12	-1	0
C=CCn1c(Cc2cccs2)nnc1SCC(=O)Nc1ccc(C(=O)OCC)cc1
    -1	-1	-1	2	1	-3	3	-11	-5	-1
Cc1cc2ncn(-c3ncnc4scc(-c5ccccc5)c34)c2cc1C
    -6	1	4	-4	2	2	-2	-17	3	-4
CCN(CCNC(=O)C1CC(=O)N(CCc2ccccc2)C1)c1ccccc1 (stereo unspecified)
    1	-2	-3	-1	-9	-5	0	1	1	4
O=C(c1cc(-c2cccs2)nc2ccccc12)N1CCN(c2ccccc2O)CC1
    1	8	-1	5	3	-1	-3	-46	2	-7
COC(=O)c1cc(Oc2ccc(S(=O)(=O)N3CCOCC3)cc2[N+](=O)[O-])cc(C(=O)OC)c1
    3	8	0	1	0	-5	1	12	2	2
CCN1CCN(C(C(=O)NC2CCCCC2)c2cc3ccccc3o2)CC1 (stereo unspecified)
    8	1	-2	-3	1	5	3	.	4	7
CCn1c(Cn2nnc(-c3ccccc3)n2)nnc1SCC(=O)Nc1cccc(C(C)=O)c1
    -1	3	-2	-1	1	0	-5	-5	0	-10
O=C(COC(=O)c1ccccc1C(=O)c1ccccc1)NCCc1ccc(Cl)cc1Cl
    -2	3	0	-1	-1	0	0	-46	-9	-26
COc1ccc(Br)c(-c2nc(CS(=O)(=O)c3ccc(F)cc3)no2)c1
    0	-5	-9	-5	-4	10	2	-11	3	-1
CNC(=O)C1CC(=O)N(c2ccc(OCC(=O)Nc3ccc(OC)cc3)cc2)C1 (stereo unspecified)
    -1	0	-1	-1	2	-1	-7	3	-4	4
CCN(CC)C(=O)c1cccc(-c2csc(C(NC(C)=O)c3ccc(F)c(F)c3)n2)c1 (stereo unspecified)
    1	-3	4	0	0	-5	-1	.	5	0
COc1ccc(OC)c(NC2c3ccccc3C(=O)N2Cc2ccc3c(c2)OCO3)c1 (stereo unspecified)
    -8	-1	-6	7	1	2	2	6	10	5
COc1ccc(CNC(=O)[C@H](C)N2C(=O)N3CCc4c([nH]c5ccccc45)[C@@]3(C)C2=O)cc1OC
    -7	6	-4	-1	1	6	0	-5	6	2
Cc1ccc(NC(=O)CN(C)C(=O)c2ccc(S(=O)(=O)N(C)c3ccccc3)cc2)cc1
    4	0	-6	1	7	-10	-3	1	-4	-11
c1ccc(N2CCN(c3cnccn3)CC2)nc1
    2	2	1	0	4	-11	-2	0	-6	2
COc1ccc(C2C(C(=O)Nc3cccnc3)=C(C)Nc3nc(-c4ccco4)nn32)cc1 (stereo unspecified)
    2	-1	4	6	2	-1	4	1	-3	2
CN(C(=O)COC(=O)C12CC3CC(CC(Cl)(C3)C1)C2)C1(C#N)CCCCC1
    -3	-2	4	-2	-5	1	2	0	-2	4
O=C(Nc1ccccc1N1CCOCC1)c1ccc(S(=O)(=O)NCc2ccco2)cc1
    10	-5	-1	1	-3	-7	5	6	1	-11
Cc1cc(NC(=O)CSc2ncc(CO)n2Cc2ccc(F)cc2)no1
    7	-1	-2	-2	-4	-5	2	1	-8	-10
COC(=O)c1c(NC(=O)CN2C(=O)NC3(CCC(C(C)(C)C)CC3)C2=O)sc2c1CCCCC2 (stereo unspecified)
    2	-6	0	10	-1	-5	2	-2	1	-1
CC(C(=O)NC1CCCCC1)N1C(=O)C2C3C=CC(C3)C2C1=O (stereo unspecified)
    -1	1	-1	0	-1	2	0	3	-2	-1
COc1ccc(Cl)cc1-c1cc(C(=O)NCc2cccc(C(F)(F)F)c2)[nH]n1
    -4	7	-1	1	-1	-8	1	.	-9	-24
Cc1ccc(S(=O)(=O)c2cc3c(=O)n4ccccc4nc3n(Cc3ccco3)c2=N)cc1
    -3	1	1	29	10	-6	9	-13	-12	13
Cc1ccc(S(=O)(=O)NC(=O)N2CCCC2)cc1
    2	-4	2	1	2	-6	-3	5	-1	-1
Cc1sc(NC(=O)C2CCCCC2C(=O)O)c(C(N)=O)c1-c1ccc(C(C)C)cc1 (stereo unspecified)
    2	-3	-4	37*	-2	1	2	-10	1	1
CC1CCN(CCOc2ccc(Cl)c(Cl)c2)CC1
    0	4	-2	-4	-2	5	-3	-4	3	10
O=C(CCn1cnnn1)Nc1ccc(Cl)cc1Cl
    3	6	0	0	3	10	-2	2	-1	-2
O=C(CCCn1c(SCc2cccc(F)c2)nc2ccccc2c1=O)NCC1CCCO1 (stereo unspecified)
    -3	3	-1	-4	-3	-2	-3	3	-17	1
CCc1nc2ccc(C(=O)NCCc3ccccn3)cn2c1N(C)Cc1ccc(N(C)C)cc1
    -5	-2	8	-2	0	2	2	.	23*	3
O=C(CSc1nc(=O)n(CCCN2CCOCC2)c2c1CCCC2)Nc1cccc(Cl)c1
    3	-5	0	-7	-5	13	2	1	5	2
O[C@H](COc1cc(F)cc(F)c1)CN1CCC(C(O)(c2ccccc2)c2ccccc2)CC1
    0	.	-17	2	-5	-7	-2	.	4	6
COC(=O)N/N=C\c1ccc(OC(=O)c2ccco2)cc1
    -2	-1	5	-4	-8	6	0	.	-3	3
CC(=O)c1cc2c(cc1NC(=O)c1ccco1)OCCO2
    -7	0	-4	0	5	-8	0	-7	3	-2
COC(=O)[C@H](C)NC(=O)Nc1ccc(C)c(C)c1
    4	2	-11	-2	1	-6	-5	-2	3	-3
COc1cccc(C(=O)N/N=C/c2ccc(Oc3ccc([N+](=O)[O-])cn3)c(OC)c2)c1
    -3	-6	5	5	-6	-9	3	-7	-1	-4
CC(=O)N/C(=C/c1cccnc1)C(=O)Nc1ccc(Cl)cc1
    -3	5	4	-1	-4	1	-2	-10	-2	-3
COc1ccc(OCC(=O)Nc2nccs2)cc1
    -3	5	4	1	4	10	-3	8	-3	-2
Cn1cccc1/C=N/N1CCN(Cc2cccc3ccccc23)CC1
    -2	3	1	3	5	-25	7	9	0	-3
O=C1N=c2ccccc2=C1c1sc(Nc2ccc(O)cc2)nc1O
    -5	-2	-9	41*	-1	5	2	8	15	6
CC(=O)N(C(C)=O)c1nc(-c2ccccc2)cn1/N=C/c1ccccc1
    -2	-1	-2	-2	2	23	-3	-3	6	-5
OC[C@@H]1CN(Cc2ccco2)C[C@H](n2cnc3c(NC4CCC4)ncnc32)O1
    2	1	3	2	-2	4	-1	.	2	4
CN(Cc1ccccc1)C(=O)COC(=O)c1ccc(Br)c(S(=O)(=O)N2CCOCC2)c1
    -2	-3	-1	0	5	-11	-2	-1	-6	-8
CC(C)C[C@@H]1COc2cc(Br)ccc2S(=O)(=O)N1Cc1cn(Cc2ccco2)nn1
    2	.	-3	6	-1	7	0	.	6	8
CCN(C(=O)COC(=O)c1ccccc1OCc1ccc(Cl)cc1)C1CCS(=O)(=O)C1 (stereo unspecified)
    -2	5	-1	3	2	0	-2	-4	2	1
CC1=CC(=Nc2c(C)n(C)n(-c3ccccc3)c2=O)C=C(C)C1=O
    -7	4	-2	2	4	-9	-1	11	4	10

# Going on with the list.
# Value order: MBD2 inh	TCR-CD3 inh	GC-B act	rCAG RNA binder	LEDGF integ inh	TDP2 inh	PRMT1 inh	HTRA1 inh	SIAE inh	mABHD4 FP
COc1ccc(OCC(=O)NNC(=O)c2cccnc2)cc1
    4	-6	-1	3	-1	1	2	-1	-3	-4
O=C(COC(=O)c1ncc(Cl)c(Cl)c1Cl)NCCc1ccccc1
    -2	9	4	-4	7	4	0	-7	-4	-8
Cc1ccnc(NS(=O)(=O)c2ccc(NC(=O)C3CCCCC3)cc2)n1
    5	-1	0	1	0	-11	-1	-4	-6	2
COC(=O)Cc1[nH]nc2c1C(C1C=CCCC1)C(C#N)=C(N)O2 (stereo unspecified)
    -2	0	1	3	1	8	2	3	0	0
Cc1cccc(NC(=O)Cc2noc3ccccc23)c1
    2	-1	2	3	2	-4	-2	-12	-1	-7
O=C(COC(=O)c1ccccc1Oc1ccccc1)NC1CCS(=O)(=O)C1 (stereo unspecified)
    -3	-1	-1	0	2	8	-1	1	5	3
NS(=O)(=O)c1ccc(CCNC(=O)CSc2nc3ccsc3c(=O)n2CCCCCC(=O)O)cc1
    -1	7	2	0	6	-17	0	3	-3	3
Cc1ccccc1C(=O)Nc1sc(C)c(C)c1C(=O)c1ccccc1
    -5	1	-1	1	1	-1	0	-34	-5	-6
NS(=O)(=O)c1ccc(N/N=C2/CCCc3ccccc32)c([N+](=O)[O-])c1
    1	0	-7	6	-2	9	3	4	9	4
CN1OC[C@@H]2CN(C(=O)c3ccc(-c4ccccc4)cc3)[C@H](c3ccc(-c4cccc(F)c4)cc3)C[C@@H]21
    -6	3	2	6	1	6	0	-55	-6	4
